Source: PubChem (National Center for Advancing Translational Sciences (NCATS))
Eya2 phos inh: qHTS Assay for Inhibitors of the Phosphatase Activity of Eya2; Protein phosphatase EYA2 (Homo sapiens), O00167; recombinant Eya2, OMFP fluorescence dephosphorylation (OMFP is methylfluorescein phosphate); Potency, µM (titrated, usually from 76.9 µM), without a hit: at the highest dose activity, negative = inhibition, usual class: inhibitors; 330,000 tested, 0.006% active; AID 488837, 2010; note: potency is the fitted concentration of half-maximal effect; % is set by controls: 0 for no effect and ±100 for the full control effect
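Eya2 (0.2 uM) preincubated 10 min at ambient with compound, then OMFP substrate added at 50 uM; 10 min reaction in 50 mM HEPES pH 7.5, 50 mM NaCl, 5 uM MgCl2, 0.05% BSA, 1 mM DTT. Fluorescence read at Ex 485/Em 525 nm.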
TRPV1 ag: HTS Assay for Compounds that Act as Agonists of the Vanilloid Receptor 1; TRPV1-expressing cells, Fluo-8 calcium influx, agonist mode; activation, % at 8.33 µM; 320,000 tested, 0.19% active; Transient receptor potential cation channel subfamily V member 1 (Homo sapiens), Q8NER1; in the data active = activation above about 80%; inconclusive = between about 30% and that limit; note: 0% is about no effect
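Fluo-8 calcium influx in TRPV1-expressing cells, kinetic read (ex 480/em 520 nm). Compound added and read 3 min for agonist activity, followed by capsaicin at EC20 final and 2 min further read for enhancement.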
TSHR antagonist: Antagonists of the Thyroid Stimulating Hormone Receptor: HTS campaign; Thyrotropin receptor (Homo sapiens), P16473; TSHR-expressing cells, TSH-stimulated cAMP HTRF, 2 h; active compounds read low; activity change, negative = inhibition, % at 11.5 µM; 330,000 tested, 0.2% active;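 active = activity change below a set negative limit, meaning inhibition stronger than a set level, cut at about -70% in these data; inconclusive = activity change between two set negative limits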; note: % is set by controls: 0 for no effect and ±100 for the full control effect
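Antagonism was scored as loss of TSH-driven cAMP in TSHR cells, stimulated with 4nM TSH (EC80) for 2 hours at 37 deg C and detected by homogeneous HTRF competition immunoassay.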
Mito fusion act: qHTS Assay for Small Molecule Inhibitors of Mitochondrial Division or Activators of Mitochondrial Fusion. S. cerevisiae fusion-defective mutant growth rescue, CellTiterGlo 48 h. 320,000 tested, 0.23% active. Potency, µM (doses to about 46.1 µM), inactives show at the highest dose growth rescue (activation), most hits filed as activators. AID 485298, 2010;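 note: potency is the fitted concentration of half-maximal effect; % of control where 0% means no effect; nearly all actives have a fitted effect of over 45% in size; temperature-sensitive fusion mutants such as fzo1-1 at 37 °C on non-fermentable ethanol glycerol medium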
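S. cerevisiae fusion-defective temperature-sensitive mutants (e.g. fzo1-1, mgm1-5) grown 48 h at 37C in YPEG (ethanol/glycerol non-fermentable) medium with 23 nl compound per well; growth rescue read as CellTiterGlo luminescence.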
AT treatment: qHTS Assay for Identifying a Potential Treatment of Ataxia-Telangiectasia | […] A-T fibroblasts, KAP-1 phosphorylation AlphaLISA; neocarzinostatin DNA damage 30 min before lysis | Potency, µM (doses to about 57.5 µM), for inactives: at the top dose activation, most hits filed as activators | 320,000 tested, 0.19% active | AID 485349, 2010; note: potency is the fitted concentration of half-maximal effect; % of control where 0% means no effect; nearly all actives have a fitted effect of over 45% in size
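hTERT-immortalized A-T patient fibroblasts ([…]), 500 cells/well in OPTI-MEM, 1% FBS, got compounds for 60 min, then NCS for 30 min at 37C. Lysates were then assayed for phospho-KAP-1 by AlphaLISA (anti-pKAP1 donor, anti-KAP1 acceptor beads), 6 hr at 25C.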
KCNH2 WT inh: qHTS for Inhibitors of KCHN2 3.1: Wildtype qHTS; U2OS, BacMam KCNH2, thallium flux FluxOr; active compounds read low; AID 720551, 2013; 340,000 tested, 0.37% active; activity change, % at 1.84 µM; Voltage-gated inwardly rectifying potassium channel KCNH2 (Homo sapiens), Q12809;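 active = maximum activity change below -70%; inconclusive = maximum activity change between -70% and -50%; inactive = maximum activity change above -50%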; note: % is set by controls: 0 for no effect and ±100 for the full control effect
Target sequence (Q12809 whole entry, looked up): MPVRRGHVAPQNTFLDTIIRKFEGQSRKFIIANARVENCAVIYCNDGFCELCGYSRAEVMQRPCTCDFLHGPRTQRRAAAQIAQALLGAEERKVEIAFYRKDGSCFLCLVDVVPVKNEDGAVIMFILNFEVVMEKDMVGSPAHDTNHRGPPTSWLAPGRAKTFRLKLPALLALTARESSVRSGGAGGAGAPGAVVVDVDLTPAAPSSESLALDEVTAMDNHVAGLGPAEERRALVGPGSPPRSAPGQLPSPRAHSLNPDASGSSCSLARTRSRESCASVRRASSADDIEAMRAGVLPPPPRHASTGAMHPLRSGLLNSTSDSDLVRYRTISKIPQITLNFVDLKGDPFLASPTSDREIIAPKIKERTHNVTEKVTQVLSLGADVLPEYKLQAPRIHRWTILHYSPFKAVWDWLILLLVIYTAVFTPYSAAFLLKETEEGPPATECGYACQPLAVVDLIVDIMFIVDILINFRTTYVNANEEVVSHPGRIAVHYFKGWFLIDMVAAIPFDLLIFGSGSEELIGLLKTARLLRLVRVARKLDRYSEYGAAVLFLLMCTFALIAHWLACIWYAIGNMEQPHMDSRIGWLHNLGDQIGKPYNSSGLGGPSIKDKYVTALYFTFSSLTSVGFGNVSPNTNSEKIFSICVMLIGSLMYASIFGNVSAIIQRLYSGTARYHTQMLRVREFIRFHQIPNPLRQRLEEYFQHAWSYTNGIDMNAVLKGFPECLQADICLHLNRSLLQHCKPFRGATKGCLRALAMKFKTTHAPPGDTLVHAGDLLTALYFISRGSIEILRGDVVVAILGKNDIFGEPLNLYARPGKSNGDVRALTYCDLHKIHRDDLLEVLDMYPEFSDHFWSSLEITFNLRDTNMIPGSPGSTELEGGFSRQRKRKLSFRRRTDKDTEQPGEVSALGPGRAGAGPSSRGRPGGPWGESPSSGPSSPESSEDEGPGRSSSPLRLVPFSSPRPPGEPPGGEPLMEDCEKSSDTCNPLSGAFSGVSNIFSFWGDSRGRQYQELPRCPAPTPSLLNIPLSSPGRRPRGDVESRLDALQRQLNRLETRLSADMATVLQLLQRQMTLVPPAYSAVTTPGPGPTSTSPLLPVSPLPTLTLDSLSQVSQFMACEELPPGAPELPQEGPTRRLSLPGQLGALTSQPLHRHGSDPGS
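U2OS cells transduced with wild-type KCNH2 virus are loaded with FluxOr dye for 45 min, and thallium flux is measured in kinetic reads before and after stimulation buffer. Rate constants are normalized to DMSO controls.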
KCNH2 3.1 block: qHTS for Inhibitors of KCHN2 3.1: Mutant qHTS | Potassium voltage-gated channel subfamily H member 2, brain isoform KCNH2 3.1 (human) | U2OS KCNH2 3.1, thallium flux FluxOr; active compounds read low | activity change, % (tested at about 1.8 µM) | 340,000 tested, 0.95% active;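 active = maximum activity change below -70%; inconclusive = maximum activity change from -70% to -50%; inactive = maximum activity change above -50%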;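 note: thallium influx rate constant from kinetic fluorescence after stimulation buffer; % is set by controls: 0 for no effect and ±100 for the full control effect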
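Thallium flux via FluxOr fluorescence (Red40 quencher, 45 min loading) in U2OS cells virally expressing the KCNH2 3.1 isoform (1.77 x 10^8 /mL virus, overnight at 37 C). Rate constants from 2-min kinetic reads post-stimulation, normalised to positive and negative controls.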
TCR act: Activators of T cell receptors: qHTS campaign; primary human leukocytes, anti-CD3, IL-2 HTRF, 48 h; Potency, µM (titrated, usually from 9.22 µM), for the others: at the highest dose activation of IL-2 secretion, actives largely listed as activators; 330,000 tested, under 10 active; note: % of control where 0% means no effect
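HTRF read-out of IL-2 secretion: europium cryptate donor excited at 320nm, d2 acceptor emission at 665nm. Cells were primary human leukocytes incubated 48 hr with compounds and a-CD3 beads, supplying TCR signal only.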
USP2a inh: qHTS Assay for Inhibitors of Ubiquitin-specific Protease USP2a Using CHOP2 as the Reporter. Potency, µM (series often up to 38.3 µM), for the others: top-dose activity change, negative = inhibition, actives largely listed as inhibitors. 330,000 tested, 0.01% active. USP2 core, Ub-CHOP2 coupled fluorogenic reporter, 485/531. AID 463254, 2010;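 note: potency is the fitted concentration of half-maximal effect; plate controls were DMSO wells for no effect and full inhibition by NEM control for full effect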
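USP2 core (10nM final) preincubated 30min RT with compound in 20mM Tris-HCl pH 8.0, 2mM CaCl2, 2mM beta-mercaptoethanol, 0.05% CHAPS; 25nM Ub-CHOP2 plus 25nM reporter substrate added, fluorescence (Ex485/Em531) read after 60min.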
ELG1 repair inh: qHTS screen for small molecules that inhibit ELG1-dependent DNA repair in human embryonic kidney (HEK293T) cells expressing luciferase-tagged ELG1; HEK293T ELG1-luciferase reporter, luminescence, 16 h; DNA damage induced by 5-fluorouridine; Potency, µM (series often up to 46.1 µM), without a hit: at the top dose activity change, negative = inhibition, actives largely listed as inhibitors; 330,000 tested, 2.3% active; AID 504467, 2011; note: potency is the fitted concentration of half-maximal effect; % is set by controls: 0 for no effect and ±100 for the full control effect; nearly all actives have a fitted effect of over 55% in size
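Quantitative HTS, concentration-response format. 2,000 cells/well co-treated with 5-fluorouridine and compound, 16 hr in 5% CO2 at 37 °C; ONE-Glo luminescence read after 30 min.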
Numbers without * were called inactive; u = inconclusive; x = no result given; [ ] = dose if it differs, or a comment. Unless noted, calls come from the whole dose curve; as a rule, active = well fitted curve in the direction sought with a large enough effect; inconclusive = small, poorly fitted or top-dose-only effect, or another doubt; inactive = no such curve, though single readings can be large; an effect the other way counts as inactive or inconclusive. Some of the compounds tested; rates above refer to the full screens.

SMILES | Eya2 phos inh | TRPV1 ag | TSHR antagonist | Mito fusion act | AT treatment | KCNH2 WT inh | KCNH2 3.1 block | TCR act | USP2a inh | ELG1 repair inh
COc1ccc(NS(=O)(=O)c2ccc(NS(=O)(=O)c3ccc(C)cc3)cc2)nn1 | 6.2% | 1.3 | -4.1 | 1.3% | -2.7% | 7.0 | -2.2 | 7.4% | -0.3% | -15.5%
CCc1ccccc1N(C(=O)Cn1nnc2ccccc21)C(C(=O)NCCOC)c1ccco1 (stereo not drawn) | -7.2% | x | -5.4 | 2.1% | 10.8% | -25.8 | -7.9 | -1.3% | -0.3% | 1.8%
S=C(Nc1ccccc1)Nc1ccc(OCc2ccc(Cl)cc2Cl)cc1 | 8.7% | 1.7 | -1.7 | 11.9% | 2.5% | -7.7 | 1.2 | 8.9% | -1.3% | -22.5%
Cc1csc2ncc(C(=O)Nc3ccc4c(c3)OCCO4)c(=O)n12 | -8.0% | 0.8 | 26.0 | 7.4% | x | 13.9 | 5.8 | -11.7% | -5.4% | u
Cc1ccc(/C=N/NC(=O)c2ccc(NC(=O)c3ccc(Cl)cc3)cc2)o1 | 1.7% | 13.0 | -0.1 | 1.5% | 1.6% | -12.3 | -11.9 | -16.7% | 0.9% | u
CCN(CC(=O)NC1CCS(=O)(=O)C1)S(=O)(=O)c1ccc(F)cc1 (stereo not drawn) | 9.1% | -2.1 | 1.7 | 3.7% | 12.3% | 4.5 | 17.3 | 0.3%[46.1 µM] | -0.9% | 1.4%
Cc1cc(NC(=O)c2cc3nc4c(c(C(F)(F)F)n3n2)CCc2ccccc2-4)no1 | 1.6% | -2.4 | -0.2 | 3.0% | -5.1% | x | x | x | 0.4% | 10.0%
CCN1CCN(c2nc(Nc3ccccc3F)nc(N)c2[N+](=O)[O-])CC1 | -13.2% | -0.1 | -1.6 | 3.8% | -1.1% | -1.0 | -13.8 | -7.2% | -1.2% | 6.2%
CCOC(=O)N1CC=C2C(C#N)=C(N)C(C#N)(C#N)[C@H](c3ccc(OC(C)C)c(OCC)c3)[C@H]2C1 | 16.4% | -0.3 | -0.8 | 1.5% | 3.9% | -4.8 | x | -3.5% | 0.4% | 13µM*
O=C(NCCS(=O)(=O)NCc1ccccc1Cl)c1ccccc1 | 0.9% | 0.3 | 14.2 | 5.4% | 1.7% | 2.2 | 26.4 | 2.0% | -1.6% | -9.1%
COc1ccccc1C(CCN(Cc1cccs1)C(C)=O)c1ccco1 (stereo not drawn) | -2.7% | -3.8 | 6.4 | 9.3% | 3.0% | -1.3 | -73.6* | 11.5% | -1.4% | -9.5%
COCCCn1c(-c2ccsc2)nc2c1c(=O)[nH]c(=O)n2Cc1ccccc1 | -8.9% | -2.8 | 3.0 | -1.6% | -11.4% | -0.7 | 4.9 | -2.1% | -3.8% | -27.4%
O=C1C(Cl)=C(N2CCCCC2)C(=O)N1c1ccccc1Cl | -22.3% | 9.7 | -7.8 | 1.9% | 9.2% | 11.7 | u | -2.4% | -1.8% | 11.5%
COc1c(Br)cc2c(C)c(C(=O)O)oc2c1Br | 20.8% | -3.9 | 1.1 | 0.6% | -2.8% | -2.0 | -12.2 | 0.2% | 4.5% | -1.6%
COc1ccc(C(=O)N2CCn3c2nc2ccccc23)cc1 | -0.5% | -3.0 | -0.8 | 14.5% | -0.7% | -6.1 | 0.8 | 0.7% | 1.0% | u
COc1cccc(OCCNc2cc(Cl)ccc2[N+](=O)[O-])c1 | -22.8% | 3.4 | -5.2 | 20.5% | -10.9% | -4.4 | -12.1 | 9.1% | -1.8% | u
CC(=O)NC(CC(=O)Nc1ccc(S(=O)(=O)N2CCCC2)cc1)c1ccccc1 (stereo not drawn) | 14.5% | -0.2 | 5.0 | 4.7% | 2.3% | 0.0 | 25.4 | x | 0.8% | 8.0%
CC(C)C(OC(=O)c1cccs1)C(=O)NCc1ccc2c(c1)OCO2 (stereo not drawn) | 0.1% | 2.2 | 0.9 | 8.1% | -3.4% | 1.2 | -6.7 | 5.1% | -8.1% | -9.5%
CC(C)C[C@H](NC(=O)N1CCn2c1nc1ccccc12)C(=O)NCCc1ccccc1 | -18.5% | 0.1 | -9.4 | 11.1% | 0.5% | -6.4 | -18.6 | 1.7% | 1.4% | -5.2%
COc1cccc(CNC(=O)Cc2ccc(-c3ccccc3)cc2)c1 | 6.5% | 20.3 | -11.6 | 6.6% | 10.5% | 0.0 | -6.7 | 3.9% | -0.1% | -23.9%
CCOC(=O)/C(C#N)=C1/C=Cc2ccccc2N1CC | -4.3% | 1.9 | 6.6 | 22.2% | -25.7% | -14.2 | -0.2 | -7.0% | -2.3% | 20.1%
CN(C)S(=O)(=O)c1ccc(Cl)c(NC(=O)CN2CCCCCC2)c1 | 2.3% | 15.2 | -0.5 | 3.3% | -1.6% | 10.6 | -35.0 | 2.4% | -0.2% | -3.9%
CN(C)S(=O)(=O)c1cccc(C(=O)Nc2cc(Cl)ccc2O)c1 | 6.6% | 2.5 | -3.5 | -4.6% | 0.1% | 14.1 | 9.7 | -3.8% | -0.5% | 4.7%
COc1ccc(CNc2nc(-c3ccccc3)nc3ccccc23)cc1OC | -2.9% | -0.3 | -28.7 | -19.0% | 7.6% | -0.5 | -22.2 | -3.9% | -1.7% | u
CCOC(=O)c1cccc(C2=CC(=O)CC(C)(C)C2)c1 | -8.8% | 20.4 | -16.0 | 14.8% | -3.1% | -4.6 | -4.3 | -8.1% | -2.0% | 2.8%
SMILES | Eya2 phos inh | TRPV1 ag | TSHR antagonist | Mito fusion act | AT treatment | KCNH2 WT inh | KCNH2 3.1 block | TCR act | USP2a inh | ELG1 repair inh
CC1=NN(c2ccccc2)C(=O)/C1=C\N1CC(C)OC(C)C1 (stereo not drawn) | -9.8% | 0.3 | -18.4 | -2.0% | -5.7% | -2.1 | -3.5 | 1.1% | -1.3% | -1.9%
O=C(O)c1ccc(CSc2nc(-c3ccc(Cl)cc3)cc(C(F)(F)F)n2)cc1 | 20.6% | 2.5 | -14.0 | 3.9% | u | -4.1 | 5.9 | x | -1.6% | -8.0%
CC(C)CCCN1CCN=C1Nc1ccccc1 | -7.0% | -5.3 | -5.4 | 0.6% | -0.2% | -0.1 | 20.9 | 0.5% | -0.3% | -4.3%
CN(CC(=O)Nc1c(Cl)cccc1Cl)C(=O)Cn1[nH]c(=O)c2ccccc2c1=O | -6.5% | -1.3 | 15.2 | -1.0% | 0.6% | -1.8 | -15.5 | x | 2.3% | -2.2%
CC(=O)NCCC(=O)Nc1cc(F)ccc1C | 12.6% | -2.0 | 5.7 | 2.2% | -0.2% | 8.5 | -10.6 | -1.1% | -0.6% | 11.1%
CC(CCc1ccccc1)NC(=O)COC(=O)c1cccnc1Cl (stereo not drawn) | 0.6% | x | -4.2 | x | -2.7% | 2.4 | -6.0 | -5.0%[46.1 µM] | 2.3% | 3.1%
Cc1ccc2c(c1)N(CC(=O)NCCCN1CCCCC1)C(=O)CO2 | -6.7% | 2.2 | 6.3 | 9.9% | -1.4% | 9.0 | 1.9 | 3.3% | -0.1% | 27.5%
Oc1c(Cl)cc(Cl)cc1CNc1nc2ccccc2[nH]1 | 3.1% | 1.2 | -15.4 | -14.3% | 0.4% | -0.5 | 5.6 | x | -1.7% | -2.6%
COc1ccc(/C=C/C(=O)NC(C)(C)C)cc1S(=O)(=O)N1CCOCC1 | -3.4% | 3.4 | 1.6 | -0.8% | 0.5% | 2.7 | 7.0 | -0.9%[46.1 µM] | 0.8% | -0.5%
COc1cccc(CC(=O)NNC(=O)c2ccc3c(c2)OCO3)c1 | 3.2% | -1.5 | -6.4 | -0.8% | 15.3% | -18.2 | -1.1 | 0.5% | 0.6% | -2.4%
CCn1nc(C(=O)NNC(=O)c2ccc(OC(F)F)cc2)c2ccccc2c1=O | -24.3% | x | 6.8 | x | 2.2% | 6.3 | 0.0 | -6.7% | -0.1% | -21.1%
O=S(=O)(c1cccc2cccnc12)N(CCO)CCO | 18.1% | -0.6 | 3.5 | 2.6% | 5.0% | -8.0 | 19.5 | -2.4% | 3.1% | 0.7%
CCCc1cc(C(=O)Nc2ccc(OC)cc2[N+](=O)[O-])cs1 | 2.6% | 14.5 | -19.5 | -28.8% | 10.2% | 4.4 | -0.7 | -5.7% | -7.3% | u
